# High-throughput results: PubChem, National Center for Advancing Translational Sciences (NCATS)
# USP2a inh: blocks human ubiquitin-specific protease USP2a | O75604 | USP2 core, Ub-CHOP2 coupled fluorogenic reporter, 485/531 | Potency, µM (doses to about 38.3 µM), for inactives: top-dose activity change, negative = inhibition, most hits filed as inhibitors | 0.01% of 330,000 active;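 note: potency is the fitted concentration of half-maximal effect; plate controls were DMSO wells for no effect and full inhibition by NEM control for full effect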
#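 USP2 core (10nM final) preincubated 30min RT with compound in 20mM Tris-HCl pH 8.0, 2mM CaCl2, 2mM beta-mercaptoethanol, 0.05% CHAPS; 25nM Ub-CHOP2 plus 25nM reporter substrate added, fluorescence (Ex485/Em531) read after 60min.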
# Eya2 inh: blocks the phosphatase activity of human Eya2; recombinant Eya2, OMFP fluorescence dephosphorylation (OMFP is methylfluorescein phosphate); Potency, µM (doses to about 76.9 µM), for the others: at the highest dose activity, negative = inhibition, usual class: inhibitors; 0.006% of 330,000 active; note: potency is the fitted concentration of half-maximal effect; % is set by controls: 0 for no effect and ±100 for the full control effect
#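 Eya2 protein (added as 0.2 uM solution) was preincubated with compound for 10 min at ambient temperature in 50 mM HEPES pH 7.5, 50 mM NaCl, 5 uM MgCl2, 0.05% BSA, 1 mM DTT. OMFP (added at 50 uM) then reacted 10 min; fluorescence read at 485/525 nm.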
# BRCA1 expr act: increases BRCA1 expression | 1.1% of 380,000 active | MCF7-BRCA1-FFLuc reporter, luminescence, 48 h; response scale: scaled: vehicle 0%, 10 µM genistein 100% | Potency, µM (highest dose often 46.1 µM), for inactives: at the top dose activation, most hits filed as activators; note: potency is the fitted concentration of half-maximal effect; nearly all actives have a fitted effect of over 80% in size; some results filed as inactive show a strong effect at the top dose
#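 Reporter cells (MCF7, BRCA1 promoter-firefly luciferase) received library compounds across a concentration series for 48 h. End-point luminescence was measured and concentration-effect curves derived after normalization.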
# uPA surface inh: inhibitors of cell surface uPA generation. cell surface uPA generation assay, qHTS. Potency, µM (series often up to 38.3 µM), for the others: top-dose activity change, negative = inhibition, usual class: inhibitors. 0.31% of 330,000 active. AID 540303; active = well fitted inhibition curve with a large enough effect; inconclusive = small, poorly fitted or top-dose-only effect; inactive = no such curve, though single readings can be large or run the other way; tested in mouse RAW 264.7 cells; note: potency is the fitted concentration of half-maximal effect; % is set by controls: 0 for no effect and ±100 for the full control effect; nearly all actives have a fitted effect of over 55% in size
# p53 reactivation: mutant p53 re-activation in reporter cells; Potency, µM (titrated, usually from 92.2 µM), inactives show at the highest dose activity change, positive = activation, most hits filed as activators; H1299 p53-A138V BP100-luciferase reporter, luminescence, 24 h; 0.063% of 320,000 active; note: potency is the fitted concentration of half-maximal effect; % of control where 0% means no effect; nearly all actives have a fitted effect of over 45% in size
#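 p53-null H1299 cells stably carrying temperature-sensitive p53-A138V and a BP100-luciferase reporter were pinned with compounds (4-point, 1:5 series) and held 24 hrs at 37 deg C. Luminescence was read 10 min after detection reagent.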
# B2AR arrestin: beta2AR (human) beta-arrestin recruitment activity; P07550; beta-arrestin recruitment to beta2AR, cell-based reporter; Potency, µM (top dose mostly 46.1 µM), for the others: at the highest dose activation, actives largely listed as activators; 0.02% of 330,000 active; AID 492947;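 note: potency is the fitted concentration of half-maximal effect; 0% = DMSO controls and full agonism = EC100 isoproterenol or metaproterenol; nearly all actives have a fitted effect of over 65% in size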
# Integrin act MD: activates integrin-mediated alleviation for muscular dystrophy; alpha7betagal myoblasts, beta-gal FDG fluorescence, 48 h; Potency, µM (series often up to 38.3 µM), inactives show at the top dose activation, hits mostly activators; 0.064% of 350,000 active;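 note: potency is the fitted concentration of half-maximal effect; 100% = response of the positive control SU9516; nearly all actives have a fitted effect of over 60% in size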
#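 alpha7betagal+/- myoblasts (passage 13, 250/well) treated 48 h at 37C with compounds at 1:260 dilution of DMSO stock. Lysed, then beta-galactosidase activity read as FDG fluorescence (ex 480/em 540) after 30 min, with pre-read for autofluorescence.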
# ELG1 genotox: inducers of genotoxicity in HEK293T ELG1-luciferase cells | HEK293T ELG1-luciferase reporter, luminescence, 16 h | Potency, µM (titrated, usually from 46 µM), inactives show at the highest dose activity change, positive = activation, most hits filed as activators | 1.3% of 330,000 active; note: potency is the fitted concentration of half-maximal effect; % of control where 0% means no effect; nearly all actives have a fitted effect of over 60% in size
#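 Genotoxicity was scored as increased ELG1-luciferase reporter signal, measured by ONE-Glo luminescence (30 min, room temperature). Compound or vehicle exposure of the HEK293T reporter cells lasted 16 hr at 37°C.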
# PTAP TSG101 blk: blocks PTAP/TSG101 interaction to inhibit HIV-1 budding; 340,000 tested, under 10 active; Fluorescence polarization, FITC-PTAP peptide / Tsg101 binding; Potency, µM (doses to about 115 µM), without a hit: top-dose activity change, negative = inhibition, most hits filed as inhibitors; AID 493005; active = well fitted inhibition curve with a large enough effect in the main read-out, with a control signal flat, not every such curve was filed as active; inconclusive = small, poorly fitted or top-dose-only effect, or effect the other way, or a change in a side signal; inactive = no such curve, though single readings can be large or run the other way; note: potency is the fitted concentration of half-maximal effect; % of control where 0% means no effect
# Target sequence (Q99816 whole entry, looked up): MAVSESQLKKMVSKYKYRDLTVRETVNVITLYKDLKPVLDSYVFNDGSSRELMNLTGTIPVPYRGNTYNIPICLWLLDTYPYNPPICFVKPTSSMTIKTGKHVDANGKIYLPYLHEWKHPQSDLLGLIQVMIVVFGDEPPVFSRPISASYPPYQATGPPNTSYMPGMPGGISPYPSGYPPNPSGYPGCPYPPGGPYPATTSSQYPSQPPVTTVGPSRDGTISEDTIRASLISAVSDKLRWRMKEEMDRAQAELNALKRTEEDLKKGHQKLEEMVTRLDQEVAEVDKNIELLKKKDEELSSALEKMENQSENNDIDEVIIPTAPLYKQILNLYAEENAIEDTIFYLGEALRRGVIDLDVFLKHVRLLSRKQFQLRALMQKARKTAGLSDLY
#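 Fluorescence anisotropy tracks displacement of a FITC-tagged PTAP peptide (50 nM) from the Tsg101 binding domain (10 uM), following a 20 min room-temperature incubation at pH 7.5.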
# ASM inhibitor: inhibitors of human secretory acid sphingomyelinase; 0.006% of 340,000 active; placental ASM, HMU-PC fluorogenic substrate, 60 min; P17405; AID 504937; Potency, µM (titrated, usually from 57.5 µM), for the others: top-dose activity change, negative = inhibition, most hits filed as inhibitors; note: potency is the fitted concentration of half-maximal effect
# Target sequence (P17405 47-631 limits assumed): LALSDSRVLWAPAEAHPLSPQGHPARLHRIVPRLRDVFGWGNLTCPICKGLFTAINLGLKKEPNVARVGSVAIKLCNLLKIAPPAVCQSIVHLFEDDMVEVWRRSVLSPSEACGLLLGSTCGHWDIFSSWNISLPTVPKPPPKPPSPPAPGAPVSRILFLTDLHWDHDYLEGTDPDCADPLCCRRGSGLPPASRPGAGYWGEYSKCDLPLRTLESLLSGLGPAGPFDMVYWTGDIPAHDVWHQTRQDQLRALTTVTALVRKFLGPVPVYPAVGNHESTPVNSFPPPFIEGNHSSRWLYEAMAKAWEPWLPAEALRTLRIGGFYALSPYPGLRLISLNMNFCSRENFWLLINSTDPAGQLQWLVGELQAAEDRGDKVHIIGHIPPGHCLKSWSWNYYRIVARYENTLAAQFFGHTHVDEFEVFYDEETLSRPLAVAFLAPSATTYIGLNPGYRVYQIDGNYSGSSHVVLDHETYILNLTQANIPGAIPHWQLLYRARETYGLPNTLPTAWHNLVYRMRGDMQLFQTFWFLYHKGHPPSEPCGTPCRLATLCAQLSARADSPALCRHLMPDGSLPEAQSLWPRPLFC
#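 Human placenta-derived ASM preincubated with compound 10 min at room temperature, then reacted with 9 uM (final) fluorogenic HMU-PC substrate for 60 min at 37 C. Stop solution raises pH to 10; fluorescence read at Ex 386/Em 447 nm.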
# TRPV1 ag: agonists of human vanilloid receptor 1 (TRPV1) | TRPV1-expressing cells, Fluo-8 calcium influx, agonist mode | 0.19% of 320,000 active | Q8NER1 | activation, % at 8.33 µM; in the data active = activation above about 80%; inconclusive = between about 30% and that limit; note: 0% is about no effect
#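 Cells expressing TRPV1 were dye-loaded with Fluo-8 and read kinetically: 10 s baseline, 3 min after compound (agonist portion), then 2 min after EC20 capsaicin (allosteric enhancer portion). Calcium-bound dye fluorescence at 480/520 nm.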
# Starred values were filed as active, the others as inactive; i = inactive; ? = inconclusive; / = not tested or not shown; [ ] = dose if it differs, or a comment. Unless noted, calls come from the whole dose curve; as a rule, active = well fitted curve in the direction sought with a large enough effect; inconclusive = small, poorly fitted or top-dose-only effect, or another doubt; inactive = no such curve, though single readings can be large; an effect the other way counts as inactive or inconclusive.
# Each structure is followed by: uPA surface inh	TRPV1 ag	Integrin act MD	USP2a inh	PTAP TSG101 blk	Eya2 inh	ELG1 genotox	p53 reactivation	B2AR arrestin	ASM inhibitor	BRCA1 expr act
1: COc1cccc(NC(=O)c2cccc(C(=O)Nc3cccc(OC)c3)n2)c1
 : -3%	-3	-5%	3%	/	6%	2%	0%	-1.0%	-19%	-16%
2: CCOC(=O)Cc1csc(NC(=O)c2cc(C)c(C)s2)n1
 : 4%	?	14%	1%	-6%	-22%	0%	23%	-0.1%	0%	16%
3: Cc1ccc(S(=O)(=O)N2[C@@H](c3ccc(Br)cc3)C(C(=O)O)=CC[C@H]2c2ccc3c(c2)OCO3)cc1
 : -12%	/	-6%	0%	1%	1%	0%	3%	-0.5%	0%	7%
4: S=C(NCc1ccccc1)N/N=C/c1cccs1
 : 0%	11	?	1%	-6%	0%	4%	-14%	-0.9%	0%	-9%
5: Cc1nc2ccccn2c1C(=O)/C=C/c1cccc([N+](=O)[O-])c1
 : ?	7	-51%[inhibitor]	0%	-9%	4%	-27%	16%	0.0%	1%	-34%
6: Fc1ccc(-n2cc(CNCCc3ccncc3)c(-c3ccccc3Cl)n2)cc1
 : 9%	21	8%	1%	-1%	-1%	-6%	-3%	-1.0%	5%	-15%
7: CC(C)(C)OC(=O)N1CCC(C(=O)Nc2cccc(C(=O)NCCCCc3ccccc3)c2)CC1
 : 3%	/	2%	/	-1%	/	/	/	/	-3%	4%
8: Nc1c(C(=O)NCc2ccco2)nnn1CC(=O)Nc1ccccc1
 : 0%	5	7%	-10%	-9%	-2%	1%	1%	0.0%	-1%	2%
9: Cc1ccnc(NC(=O)CNC(=O)c2ccccc2Br)c1
 : 0%	0	-14%	-2%	0%	6%	?	22%	0.2%	4%	2%
10: COC(=O)c1ccc(-n2nnnc2SC)cc1
 : 0%	0	7%[7.66 µM]	-1%	-4%	-14%	2%	0%	0.2%	-1%	7%
11: O=C(OCc1nnc(-c2ccc([N+](=O)[O-])cc2)o1)C1CCN(C(=O)c2ccc(F)cc2)CC1
 : 10%	-5	18%	2%	-2%	1%	-3%	10%	-0.2%	-4%	4%
12: O=c1oc2ccccc2c(O)c1/C=C1\C=Nc2ccccc21
 : 0%	0	3%	0%	-3%	4%	-2%	-1%	5.9%	5%	-29%
13: C#CCOCCOCCOCCNc1nc(N2CCN(C(=O)[C@H]([C@@H](C)O)n3cc(CCCCN)nn3)CC2)nc(N2CCN(C(=O)[C@H](C)n3cc(CCCN=C(N)N)nn3)CC2)n1
 : 7%	2	21%	2%	-2%	11%	1%	3%	-0.9%	7%	-27%
14: CCOc1ncccc1C(=O)N1CCN(C(=O)c2ccccc2)CC1
 : -1%	-1	22%	3%	-2%	5%	3%	-2%	-1.0%	-2%	-2%
15: Cc1ccc(C(=O)NC(C)c2ccccc2)cc1S(=O)(=O)N1CCOCC1 (centres undefined)
 : -5%	14	-24%	0%	0%	-7%	0%	-4%	-0.5%	-2%	-9%
16: Cc1ccc(-c2nc(=O)[nH]c3ccc(Br)cc23)cc1
 : -2%	0	0%	-1%	-1%	?	-6%	-15%	-0.3%	123%[activator]	-1%
17: COc1ccc(C(=O)NNC(=O)CNC(=O)C2CCCCC2)cc1
 : 1%	-2	-8%	-1%	-6%	-3%	1%	2%	-0.7%	0%	42%
18: COC(c1ccccc1)c1nnc(CCC(=O)N2CCN(CCOc3ccccc3)CC2)o1 (centres undefined)
 : -1%	2	-31%	2%	1%	-11%	-3%	-1%	-0.1%	0%	-1%
19: Cc1onc(-c2cccc(Cl)c2Cl)c1C(=O)O/N=C(\N)c1ccc([N+](=O)[O-])o1
 : 4%	7	-50%[inhibitor]	0%	-1%	11%	-8%	14%	-0.9%	1%	-19%
20: O=S(=O)([N-]c1nc2ccccc2nc1-[n+]1ccccc1)c1ccc(F)cc1
 : -8%	1	32%	4%	-2%	1%	0%	-1%	-1.0%	-5%	3%
21: COc1cccc(/C=C2\SC(N3CCCC(C)C3)=NC2=O)c1OC (centres undefined)
 : -22%	?	-23%	5%	-10%	4%	?	?	-1.1%	6%	6%
22: COc1ccc(S(=O)(=O)NCCSCc2ccco2)cc1OC
 : 3%	11	-3%	?	-4%	11%	-2%	-4%	0.8%	-1%	-23%
23: Cc1cc(C)nc(NC(=O)NC(=O)c2ccccc2)n1
 : -3%	0	-3%	-1%	-4%	-2%	0%	-5%	-0.2%	2%	1%
24: O=C(CSc1nnc(Nc2ccccc2)s1)NC1CC1
 : -9%	1	-16%	-1%	-8%	-9%	5%	1%	-0.6%	4%	9%
25: CCc1ccc(N2CC(O)=C(c3nc4ccccc4c(=O)[nH]3)C2=N)cc1
 : -5%	-1	23%	0%	-2%	13%	3%	1%	0.3%	0%	16%
26: COC(=O)CC1COc2ccccc2N1C(=O)c1cccc(C(F)(F)F)c1 (centres undefined)
 : 3%	19	-6%	0%	-3%	-2%	-6%	0%	-0.2%	2%	-9%
27: CCC1CCCCN1C(=O)c1ccccc1OC1CCN(S(C)(=O)=O)CC1 (centres undefined)
 : 10%	2	24%	3%	-11%	-5%	-1%	-1%	-0.4%	4%	0%
28: COc1cccc(CNC(=O)C(=O)NCC(c2ccco2)N2CCOCC2)c1 (centres undefined)
 : 3%	-5	3%	0%	-1%	-41%	0%	-14%	0.4%	/	-12%
29: COc1ccccc1NS(=O)(=O)c1ccc(NC(=O)c2[nH]nc(OC)c2[N+](=O)[O-])cc1
 : 2%	2	0%	4%	-1%	3%	7%	-6%	0.4%	2%	2%
30: CC(=O)CSc1ncnc2c1cnn2-c1ccccc1
 : -21%	3	?	4%	-7%	-7%	?	0%	0.3%	-1%	?
31: COc1cc(C(=O)Oc2cc(C)[nH]c(=O)c2[N+](=O)[O-])cc(OC)c1OC
 : 10%	-2	17%	1%	-1%	8%	1%	-6%	-0.4%	-7%	-14%
32: COc1ccccc1S(=O)(=O)Cc1ccc(C(=O)N2CCOCC2)o1
 : 3%	-1	10%	0%	-8%	-12%	3%	7%	-1.5%	0%	4%
33: COc1ccc(OCc2nnc(SCC(=O)Nc3ccc(C)cc3)o2)cc1
 : -4%	-2	6%	1%	1%	9%	-2%	7%	0.5%	1%	-4%
34: CC(=O)Nc1cc2c(cc1Cl)-c1ccccc1C2O (centres undefined)
 : -11%	/	0%	/	-1%	/	/	/	/	-2%	-40%
35: O=C(NC1CCCCCC1)C1c2ccccc2C(=O)N1Cc1cccnc1 (centres undefined)
 : -3%	2	5%	1%	/	3%	1%	-5%	0.0%	0%	0%
36: COc1ccc(S(=O)(=O)NCC(=O)N(CC(=O)NCC2CCCO2)Cc2ccccc2)cc1 (centres undefined)
 : 15%	-3	15%	0%	-3%	18%	-1%	-1%	-0.1%	-2%	3%
37: O=C(CCNS(=O)(=O)c1ccc(Br)cc1)NCCc1ccccc1
 : 5%	-1	16%	2%	-1%	-2%	-2%	-2%	-0.9%	2%	2%
38: O=C(CN1CCN(C(=O)c2ccco2)CC1)Nc1ccc(Cl)c(S(=O)(=O)N2CCOCC2)c1
 : -6%	-2	-17%	2%	-3%	4%	-12%	-2%	0.2%	-1%	-18%
39: COc1ccc(-c2noc(CN(C(=O)c3c(-c4ccccc4Cl)noc3C)C(C)C)n2)cc1
 : -7%	22	-38%	-2%	-2%	1%	-20%	-4%	-0.2%	-14%	-46%
40: [O-][n+]1cccc(C(O)c2ccccc2)c1 (centres undefined)
 : 7%	7	18%	0%	-1%	10%	-4%	4%	0.3%	-1%	-2%
41: CCOCCCNc1nc2nc3ccc(C)cn3c(=O)c2cc1C(=O)NCC1CCCO1 (centres undefined)
 : -5%	4	10%	4%	-2%	-1%	-3%	1%	-0.5%	i	-6%
42: CCOC(=O)C1(S(=O)(=O)c2ccc(Cl)cc2)CCN(Cc2ccc(Cl)cc2)CC1
 : /	/	0%	0%	-1%	-2%	1%	-2%	-0.2%	-1%	-58%
43: Cc1ncc([N+](=O)[O-])n1CC(=O)Nc1ccccc1
 : 8%	-3	-6%	-1%	-3%	-11%	1%	-2%	0.2%	-4%	-8%
44: O=C(C(=O)N1CCN(c2ccccc2)CC1)c1c[nH]c2ccccc12
 : 3%	-1	16%	2%	0%	-2%	0%	0%	-0.1%	-1%	-2%
45: C=CCn1c(Sc2ncc([N+](=O)[O-])s2)n[nH]c1=O
 : -12%	-4	-37%[inhibitor]	8%	-4%	1%	13%	-10%	-0.1%	3%	-80%
46: O=C(c1ccccc1NS(=O)(=O)c1ccc(Br)cc1)N1CCOCC1
 : 17%	-2	2%	2%	/	4%	1%	-4%	-0.1%	-1%	-9%
47: CC(=O)c1c(C(=O)O)[nH]c(C(=O)O)c1C
 : -1%	0	-4%	-2%	0%	0%	-1%	0%	0.0%	-1%	0%
